Bioassay records as filed in PubChem.
TDP43 rescue: inhibitors of TDP-43 toxicity in yeast; AID 652104; 1.8% of 410,000 active; Potency, µM (series often up to 46.1 µM), inactives show at the highest dose growth rescue (activation), actives largely listed as activators; TDP-43 expressing yeast growth rescue, BacTiter-Glo, 24 h; note: % of control where 0% means no effect; nearly all actives have a fitted effect of over 50% in size
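Readout is BacTiter-Glo luminescence of cell growth, so inhibitors register as activators. TDP-43-expressing yeast at OD600=0.02 in galactose medium, after raffinose pregrowth to mid-log, were incubated with compound for 24 hr at 30 deg C.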
GLP1R cytotox: cytotoxicity in counter-screen for GLP-1R inverse agonists. HEK293 cAMP-luciferase reporter cells, luminescence, 24 h. 0.13% of 410,000 active. Potency, µM (doses to about 38.3 µM), for the others: at the top dose activity change, negative = inhibition, actives largely listed as inhibitors. AID 624418;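 note: loss of luciferase light is scored as toxicity; % is set by controls: 0 for no effect and ±100 for the full control effect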
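Here, cytotoxicity is scored as loss of luminescence. The MLSMR collection was tested on cells seeded in medium containing 10% Nu serum, with a 24 hr compound exposure preceded by 12 hours of culture.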
HT1080NT lethal: kills 2HG-producing HT-1080-NT fibrosarcoma cells. HT-1080-NT fibrosarcoma viability, CellTiter-Glo ATP luminescence, 48 h. Potency, µM (highest dose often 46.1 µM), for the others: top-dose activity, negative = less viability, most hits filed as cytotoxic. 1.6% of 360,000 active;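 note: NT is the 2HG producing partner of a matched IDH1 knockdown line; 0% = DMSO-treated cells and -100% = media-only wells without cells; nearly all actives have a fitted effect of over 55% in size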
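Compounds were tested in concentration-response format on HT-1080-NT cells for 48 hours at 37 degrees C. Cell viability came from CellTiter-Glo luminescence; curves were classified by r2, response magnitude and activity.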
KB-3-1 cytotox: KB-3-1 parental cell cytotoxicity; KB-3-1 viability, CellTiter-Glo ATP luminescence, 72 h; 1.4% of 400,000 active; Potency, µM (highest dose often 46.1 µM), for inactives: at the top dose activity change, negative = cytotoxic, hits mostly cytotoxic; note: % is set by controls: 0 for no effect and ±100 for the full control effect; nearly all actives have a fitted effect of over 60% in size
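Viability of parental KB-3-1 cells, measured by CellTiter-Glo luminescence, followed a 72 h incubation at 37 °C with pinned compounds in phenol-red-free DMEM containing 10% FBS.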
SW480 rereplic: DNA re-replication induction in SW480 cells. SW480 DNA re-replication, Hoechst DNA content imaging, 48 h. Potency, µM (doses to about 46.1 µM), for inactives: at the highest dose re-replication activation, actives largely listed as activators. 1.8% of 340,000 active. AID 624297; note: % of control where 0% means no effect; nearly all actives have a fitted effect of over 55% in size
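Treated cells incubate 48 hr (37 C, 5% CO2), are stained 40 min with Hoechst, and nuclear fluorescence is enumerated; a rise in nuclei with high DNA signal marks re-replication.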
GLP1R ag: agonists of human GLP-1 receptor. P43220. Potency, µM (series often up to 45.6 µM), for inactives: at the highest dose activation, hits mostly activators. 0.007% of 380,000 active. AID 624172. HEK293 GLP-1R CRE-luciferase, luminescence, 4-6 h; cells express a hypersensitive GLP-1R form; note: % of control where 0% means no effect
Target sequence (P43220 whole entry, looked up): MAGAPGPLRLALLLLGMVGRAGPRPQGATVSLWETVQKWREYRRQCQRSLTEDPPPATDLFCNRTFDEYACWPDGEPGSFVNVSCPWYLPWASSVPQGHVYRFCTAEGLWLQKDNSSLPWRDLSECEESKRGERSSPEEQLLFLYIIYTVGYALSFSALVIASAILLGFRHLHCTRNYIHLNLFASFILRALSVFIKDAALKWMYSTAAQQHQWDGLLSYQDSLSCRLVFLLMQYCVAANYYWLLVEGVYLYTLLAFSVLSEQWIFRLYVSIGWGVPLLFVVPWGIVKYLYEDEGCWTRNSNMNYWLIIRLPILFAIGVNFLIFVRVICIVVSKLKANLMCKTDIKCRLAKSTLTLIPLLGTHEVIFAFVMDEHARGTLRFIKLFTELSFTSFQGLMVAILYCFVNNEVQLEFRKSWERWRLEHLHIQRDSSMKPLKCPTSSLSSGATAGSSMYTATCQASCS
HT1080 IDH1KD tx: toxicity to HT-1080 IDH1 knockdown cells (counter line). HT-1080 IDH1 knockdown viability, ATP luminescence, 48 h. Potency, µM (highest dose often 46.1 µM), without a hit: at the top dose activity, negative = toxicity, usual class: cytotoxic. 2% of 360,000 active. AID 686971;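 note: 0% = DMSO wells and -100% = cell-free medium wells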
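Using the IDH1-knockdown HT-1080 line run in the same batch and compound series as the NT line, viability after 48 h at 37 °C was determined by CellTiter-Glo luminescence and expressed as % activity.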
GLP1R inv ag: acts as inverse agonist at human GLP-1 receptor | P43220 | HEK293 GLP-1R CRE-luciferase, luminescence, 24 h; GLP-1R form is constitutively active | Potency, µM (doses to about 38.3 µM), for the others: at the highest dose activity change, negative = inhibition, hits mostly inhibitors | 1.6% of 410,000 active | AID 624417; note: % is set by controls: 0 for no effect and ±100 for the full control effect; nearly all actives have a fitted effect of over 55% in size
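Inverse agonism was detected as reduced cAMP-driven luciferase luminescence after 24 h compound treatment. The cells were HEK293 clones expressing constitutively active human GLP-1R with the reporter. Reporter-only and GPR119 cell lines served as counterscreen controls.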
KB-V1 MDR tox: KB-V1 MDR subline cytotoxicity; KB-V1 MDR cells viability, CellTiter-Glo, 72 h; AID 1347076; 3.4% of 400,000 active; Potency, µM (highest dose often 46.1 µM), inactives show at the highest dose activity change, negative = cytotoxicity, usual class: cytotoxic; note: % is set by controls: 0 for no effect and ±100 for the full control effect; nearly all actives have a fitted effect of over 60% in size
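Cells of the MDR subline KB-V1 are plated, dosed with compound at multiple concentrations, and incubated 72 h at 37 degrees C; CellTiter-Glo is then added and luminescence read after 10 min.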
An asterisk follows results filed as active; ? = inconclusive; / = no result given; & = joins results of further samples; [ ] = remark or other dose. Calls come from the whole dose curve; as a rule, active = well fitted curve in the direction sought with a large enough effect; inconclusive = small, poorly fitted or top-dose-only effect, or another doubt; inactive = no such curve, though single readings can be large; an effect the other way counts as inactive or inconclusive. Potency is the fitted concentration of half-maximal effect. Outcome played no part in choosing rows. Share with any hit: about 9.4%.

SMILES | TDP43 rescue | GLP1R cytotox | HT1080NT lethal | KB-3-1 cytotox | SW480 rereplic | GLP1R ag | HT1080 IDH1KD tx | GLP1R inv ag | KB-V1 MDR tox
C=CCn1c(Cc2cccs2)nnc1SCC(=O)Nc1cccc(OC)c1 | -13% | 9% | -8% | -2% | 11% | -1% | -15% | ? | 0%
CCOc1ccc(N2CC(C(=O)Nc3ncccc3C)CC2=O)cc1 (stereo not given) | 7% | 7% | 3% | 3% | -3% | -13% | 3% | -3% | ?
O=S1(=O)N=C(Nc2ccc(N3CCOCC3)c(Cl)c2)c2ccccc21 | -5% | -1% | -13% | -6% | 11% | ? | -1% | 36%[activator] | -1%
COC(=O)c1ccccc1-c1ccc(C=O)o1 | 7% | -11% | 12% | -11% | 0% | 13% | 12% | -3% | 9%
CSc1nc(C(=O)N2CCc3c([nH]c4ccccc34)C2c2ccccn2)cs1 (stereo not given) | ? | -8% | -29% | -15% | -20% | 13% | ? | ? | -14%
Cc1ccc(CN2CCN(/N=C/C=C/c3ccccc3[N+](=O)[O-])CC2)cc1 | -16% | -11% | -14% | -1% | ? | 11% | -9% | ? | -6%
COc1ccc(N2C(=O)CC(N3CCCCC3)C2=O)cc1 (stereo not given) | ? | 25% | 1% | -1% | 24% | -10% | 4% | 36%[activator] | 16%
C#Cc1ccc([C@H]2C=C(C(=O)OCC=C)O[C@@H](OCc3ccc(CO)cc3)C2)cc1 | 6% | -7% | 8% | 0% | 1% | 3% | 9% | ? | -25%
Cc1nc(-c2ccc3c(c2)OCO3)cs1 | 26% | -4% | 14% | -1% | -3% | -1% | 6% | 19% | 7%
COc1ccc(-c2cc3cc(F)ccc3cn2)cc1 | 28% | 17% | 8% | 4% | -10% | 5% | 8% | ? | 33%
Cc1ccc(N(CC(=O)NC2CCCC2)C(=O)Cn2nnc(-c3ccccc3F)n2)cc1 | -8% | 17% | 0% | -4% | -2% | 3% | 9% | -20% | -25%
Cc1ccccc1-n1c(SC(C)C(=O)NCC2CCCO2)nnc1-c1ccncc1 (stereo not given) | -16% | -19% | 8% | 20% | -104%[inhibitor] | 14% | 4% | -11% | -1%

Ordered by SMILES length (largest number first): ten of the compounds above
SMILES | TDP43 rescue | GLP1R cytotox | HT1080NT lethal | KB-3-1 cytotox | SW480 rereplic | GLP1R ag | HT1080 IDH1KD tx | GLP1R inv ag | KB-V1 MDR tox
C#Cc1ccc([C@H]2C=C(C(=O)OCC=C)O[C@@H](OCc3ccc(CO)cc3)C2)cc1 | 6% | -7% | 8% | 0% | 1% | 3% | 9% | ? | -25%
Cc1ccc(N(CC(=O)NC2CCCC2)C(=O)Cn2nnc(-c3ccccc3F)n2)cc1 | -8% | 17% | 0% | -4% | -2% | 3% | 9% | -20% | -25%
Cc1ccc(CN2CCN(/N=C/C=C/c3ccccc3[N+](=O)[O-])CC2)cc1 | -16% | -11% | -14% | -1% | ? | 11% | -9% | ? | -6%
CSc1nc(C(=O)N2CCc3c([nH]c4ccccc34)C2c2ccccn2)cs1 (stereo not given) | ? | -8% | -29% | -15% | -20% | 13% | ? | ? | -14%
Cc1ccccc1-n1c(SC(C)C(=O)NCC2CCCO2)nnc1-c1ccncc1 (stereo not given) | -16% | -19% | 8% | 20% | -104%[inhibitor] | 14% | 4% | -11% | -1%
O=S1(=O)N=C(Nc2ccc(N3CCOCC3)c(Cl)c2)c2ccccc21 | -5% | -1% | -13% | -6% | 11% | ? | -1% | 36%[activator] | -1%
CCOc1ccc(N2CC(C(=O)Nc3ncccc3C)CC2=O)cc1 (stereo not given) | 7% | 7% | 3% | 3% | -3% | -13% | 3% | -3% | ?
COc1ccc(N2C(=O)CC(N3CCCCC3)C2=O)cc1 (stereo not given) | ? | 25% | 1% | -1% | 24% | -10% | 4% | 36%[activator] | 16%
COc1ccc(-c2cc3cc(F)ccc3cn2)cc1 | 28% | 17% | 8% | 4% | -10% | 5% | 8% | ? | 33%
COC(=O)c1ccccc1-c1ccc(C=O)o1 | 7% | -11% | 12% | -11% | 0% | 13% | 12% | -3% | 9%

The list continues:
SMILES | TDP43 rescue | GLP1R cytotox | HT1080NT lethal | KB-3-1 cytotox | SW480 rereplic | GLP1R ag | HT1080 IDH1KD tx | GLP1R inv ag | KB-V1 MDR tox
COc1cccc(-n2c(Cc3cc(=O)[nH]c(=O)[nH]3)nnc2SC(C)C)c1 | -3% | 6% | 0% | -9% | 4% | -2% | -1% | 8% | -4%
COc1ccc(C(CNC(=O)Nc2cccc(C)c2)N2CCN(C)CC2)cc1 (stereo not given) | 5% | -18% | -3% | 17% | -6% | -4% | 3% | -30% | 18%
COc1ccc(NC(=O)C(C)N2c3cccc4cccc(c34)S2(=O)=O)c(OC)c1 (stereo not given) | 9% | -5% | 13% | 8% | ? | 18% | -1% | -27% | 7%
CCC(C(=O)Nc1cc(F)ccc1F)n1nc(C)c2c(C)n(-c3ccc(C)cc3)nc2c1=O (stereo not given) | ? | -8%&-6% | -18% | ? | -1% | 4% | -6% | 10µM* | ?
CC(C)(CNC(=O)c1cc2c(s1)CCCC2)N1CCOCC1 | -17% | 18% | -4% | -2% | -1% | 7% | 0% | -19% | -4%
O=C(CNc1ccccc1)N/N=C/c1c[nH]c2ccccc12 | 17% | 6% | -21% | -10% | ? | 4% | -3% | ? | ?
CC1CCN(CCCNS(=O)(=O)c2ccc3c(c2)CCN3C(=O)C2CC2)CC1 | 14% | -16% | 4% | 0% | -23% | 8% | 5% | 17% | ?
COc1ccc(NC(=O)CCSc2cc(C)c3ccccc3n2)cc1 | ? | 52%[activator] | -1% | 0% | -8% | 9% | 0% | ? | 0%
Cc1nn(-c2ccccc2)c(Cl)c1/C=N/NC(=O)c1[nH]ncc1Br | -7% | -18% | -22% | -6% | -4% | -2% | -12% | -24% | -11%
Cc1cc(C=O)c(C)n1-c1cc(C(=O)O)cc(C(=O)O)c1 | -2% | 0% | 0% | -1% | -5% | -3% | 7% | 5% | 3%
COCCNC(=O)CN1C(=O)NC2(CCCCCC2)C1=O | 0% | -4% | -1% | 15% | -8% | 3% | 9% | 5% | -4%
OC1(c2ccc(OC(F)F)cc2)CSC(=Nc2cccnc2)N1Cc1ccco1 (stereo not given) | -9%[0.397 µM] | -11% | -29% | -22% | 6% | 11% | -9% | ? | -16%
C=CCOc1c2ccc(C(=O)NCc3ccc(OC)cc3)cc2nn1C | 18% | 5% | 10% | 18% | ? | 11% | 6% | 6% | 7%
N#Cc1c(-c2ccc(Cl)cc2Cl)nc2n(c1=O)CCS2 | 27% | 5% | -6% | -3% | 0% | 1% | -6% | 4% | 2%
CCOc1cc2c(cc1C(C)(C)C)NC(=O)CS2 | 10% | -28% | ? | ? | ? | -8% | ? | ? | ?
Cc1cccc(-n2ncc3c2CCCC3NC(=O)CN2CCOC2=O)c1C (stereo not given) | 13% | -11% | 23% | 10% | -7% | 6% | 24% | -7% | 6%
COc1ccc(OC)c(C(=O)c2coc3ccc(O)c(CN4CCOCC4)c23)c1 | 21% | -3% | 12% | 7% | 10% | -9% | -2% | -9% | 7.3µM*
COC(=O)CN1C(=O)[C@H]2[C@@H](c3ccc(C)o3)N3C(=O)CN(CC4CC4)C(=O)[C@@]3(Cc3ccccc3)[C@H]2C1=O | 0% | ? | -2% | 2% | -5% | 0% | -2% | 1% | -8%
C/C(=N\NC(N)=S)c1cccnc1 | -14%[1.82 µM] | -9% | 23% | 11% | -3% | 17% | 14% | 25% | ?
CCOC(=O)c1sc(N(C)C(C)=O)nc1C | 14% | 0% | 7% | 10% | -5% | 2% | 13% | 8% | ?
CN(C)C(=O)c1ccc(-c2nnc(OCc3nc4ccccc4n3C)c3ccccc23)cc1 | -11% | -15% | 6% | 1% | 3% | 3% | 0% | 16% | 6%
COCCCNC(=O)c1ccc(Cn2c(=O)c3ccccc3n(CC(=O)NCCc3ccc(OC)c(OC)c3)c2=O)cc1 | -24% | 14% | -10% | ? | ? | 4% | 2% | 21% | 6%
COc1ccc(C(=O)CCNc2ccc(F)cc2)cc1 | 7% | -1% | ? | -9% | -8% | 7% | 6% | 14% | 28%
C/C(CC(=O)NCc1ccco1)=N\NC(=O)c1ccc(Cl)cc1Cl | -9% | 28% | -2% | -19% | -1% | 8% | 15% | -1% | ?
C/C(=N\NC(=O)c1ccc(=O)[nH]n1)c1cccnc1 | -18% | 7% | 3% | -5% | -1% | 1% | -2% | 9% | 0%
O=C(COc1ccc(F)cc1)N(Cc1ccc(Cl)cc1)C1CCS(=O)(=O)C1 (stereo not given) | -2% | -18% | 1% | 9% | -13% | 12% | -6% | ? | 0%
COCCNC(=O)CN1C(=O)c2cccnc2Sc2ccccc21 | 1% | 0% | / | 4% | / | / | / | 8% | 20%
Cn1c(COc2ccccc2)nnc1SCc1cc(=O)[nH]c2ccccc12 | 0% | -5% | 1% | 27% | -5% | 1% | 3% | ? | -6%
COc1cc2[nH]c(=O)n(CCC(=O)N3CCc4ccccc4C3)c(=O)c2cc1OC | 9% | -9% | 29% | 17% | 3% | 0% | 10% | 1% | 14%
CCN(CC)C(=O)CN(C#N)c1nc(OC)nc(N(C)C)n1 | 13% | 15% | -2% | -8% | -5% | -18% | 12% | 5% | -11%
CCn1cc(C(=O)NCCc2ccc(OC)c(OC)c2)c(=O)c2cc(S(=O)(=O)N3CCC(C)CC3)ccc21 | 12% | -2% | / | -22% | / | 5% | / | 33%[activator] | -15%
CN(C)c1ccc(C2OC(=O)C3(CCCC3)C(=O)C2(C)C)cc1 (stereo not given) | 2% | 8% | 21% | -7% | 0% | 2% | 0% | -2% | -28%
Cc1ccc(NC(=O)c2cccc(S(C)(=O)=O)c2)cc1 | -2% | -6% | 4% | 12% | 7% | 7% | ? | 14% | -12%
